Screening data (PubChem)
p53 reactivator – qHTS assay for re-activators of p53 using a Luc reporter. H1299 p53-A138V BP100-luciferase reporter, luminescence, 24 h. Potency, µM (series often up to 92.2 µM), for inactives: top-dose activity change, positive = activation, actives largely listed as activators. hit rate 0.063% among 320,000. AID 504706, 2011; note: potency is the fitted concentration of half-maximal effect; % of control where 0% means no effect; nearly all actives have a fitted effect of over 45% in size
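p53-null H1299 cells stably carrying temperature-sensitive p53-A138V and a BP100-luciferase reporter were pinned with compounds (4-point, 1:5 series) and held 24 hrs at 37 deg C. Luminescence was read 10 min after detection reagent.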
VP16 counter – VP16 counterscreen qHTS for inhibitors of ROR gamma transcriptional activity | Drosophila S2 Gal4-VP16 UAS-luciferase, luminescence, 20 h | Potency, µM (top dose mostly 53.6 µM), for inactives: top-dose activity, negative = inhibition, most hits filed as inhibitors | hit rate 3.5% among 310,000 | AID 2546, 2010;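 note: Gal4-VP16 expression switched on by copper sulfate through the metallothionein promoter; potency is the fitted concentration of half-maximal effect; % is set by controls: 0 for no effect and ±100 for the full control effect; nearly all actives have a fitted effect of over 50% in size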
FLuc modulator – qHTS profiling assay for firefly luciferase inhibitor/activator using purifed enzyme and Km concentrations of substrates (counterscreen for miR-21 project) | hit rate 6.9% among 360,000 | Luciferin 4-monooxygenase (Photinus pyralis), P08659 | AID 588342, 2011 | purified FLuc, Km substrates, luminescence inhibition | Potency, µM (series often up to 57.5 µM), for the others: at the highest dose activity change, negative = inhibition, hits mostly inhibitors;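 note: potency is the fitted concentration of half-maximal effect; plate controls were vehicle for no effect and reference inhibitor for full effect; nearly all actives have a fitted effect of over 55% in size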
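Purified P. pyralis luciferase (10nM final) with 10uM D-luciferin and 10uM ATP (Km levels) in 50mM Tris acetate pH 7.5, 10mM Mg acetate, 0.01% Tween-20, 0.05% BSA; qHTS 6-point titration, ~60 µM downward; luminescence read.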
NPC1 prom act – qHTS Assay for NPC1 Promoter Activators; hit rate 2.4% among 320,000; Potency, µM (top dose mostly 9.22 µM), for the others: at the top dose activation, most hits filed as activators; Huh7 NPC1 promoter luciferase reporter, 24 h;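 note: potency is the fitted concentration of half-maximal effect; % of control where 0% means no effect; nearly all actives have a fitted effect of over 60% in size; reporter is driven by a mutant NPC1 promoter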
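Luciferase expression driven by the NPC1 promoter was measured in stably transfected Huh7 cells after a 24 h compound incubation, using a luciferase reagent and a luminescence read.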
ELG1 DNA repair – qHTS screen for small molecules that inhibit ELG1-dependent DNA repair in human embryonic kidney (HEK293T) cells expressing luciferase-tagged ELG1; AID 504467, 2011; Potency, µM (titrated, usually from 46.1 µM), inactives show at the highest dose activity change, negative = inhibition, hits mostly inhibitors; hit rate 2.3% among 330,000; HEK293T ELG1-luciferase reporter, luminescence, 16 h; DNA damage induced by 5-fluorouridine; note: potency is the fitted concentration of half-maximal effect; % is set by controls: 0 for no effect and ±100 for the full control effect; nearly all actives have a fitted effect of over 55% in size
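In this reporter screen, reduction of luminescence relative to DMSO vehicle indicated activity. Compounds and 5-fluorouridine were added together to 2,000 cells per well, incubated for 16 hr at 37 °C, then developed with ONE-Glo.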
BRCA1 expr act – qHTS Assay to Identify Small Molecule Activators of BRCA1 Expression; MCF7-BRCA1-FFLuc reporter, luminescence, 48 h; response scale: scaled: vehicle 0%, 10 µM genistein 100%; hit rate 1.1% among 380,000; AID 624202, 2012; Potency, µM (series often up to 46.1 µM), for the others: at the top dose activation, hits mostly activators; note: potency is the fitted concentration of half-maximal effect; nearly all actives have a fitted effect of over 80% in size; some results filed as inactive show a strong effect at the top dose
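MCF7-BRCA1-FFLuc cells, 2000/well in phenol-red-free MEM, attached 2 h then treated 48 h at 37 C. Luciferase luminescence read 15 min after reagent; normalized to genistein maximum activation (10microM) and DMSO, concentration-response fitted.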
RORg inh – qHTS for inhibitors of ROR gamma transcriptional activity; Drosophila S2 Gal4-RORgamma UAS-luciferase reporter, 20 h; Potency, µM (top dose mostly 53.6 µM), for the others: at the highest dose activity change, negative = inhibition, usual class: inhibitors; hit rate 5.4% among 310,000; AID 2551, 2010; note: potency is the fitted concentration of half-maximal effect; % is set by controls: 0 for no effect and ±100 for the full control effect; nearly all actives have a fitted effect of over 60% in size
Target sequence (P51450 whole entry, looked up, the tested form may be a part): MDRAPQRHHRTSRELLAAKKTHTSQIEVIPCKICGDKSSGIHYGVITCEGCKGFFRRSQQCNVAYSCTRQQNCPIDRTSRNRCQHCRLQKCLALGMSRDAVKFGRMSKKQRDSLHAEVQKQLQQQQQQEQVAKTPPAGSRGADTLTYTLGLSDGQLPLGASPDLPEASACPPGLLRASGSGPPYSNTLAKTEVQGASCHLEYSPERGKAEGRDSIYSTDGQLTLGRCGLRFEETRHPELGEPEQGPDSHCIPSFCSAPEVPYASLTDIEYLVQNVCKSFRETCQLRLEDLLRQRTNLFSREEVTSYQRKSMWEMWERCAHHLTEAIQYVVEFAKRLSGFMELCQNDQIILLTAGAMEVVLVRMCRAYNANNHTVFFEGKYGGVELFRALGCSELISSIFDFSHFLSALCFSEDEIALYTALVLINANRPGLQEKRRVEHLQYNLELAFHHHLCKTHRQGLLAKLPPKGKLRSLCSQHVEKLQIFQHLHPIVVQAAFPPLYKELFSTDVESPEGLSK
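Compounds are pin-transferred onto Drosophila Schneider cells expressing a copper-inducible Gal4–ROR gamma transactivation domain fusion. After 1 hr, copper sulfate is added to 700 uM final; luciferase is read 20 hr later.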
ELG1 genotox – qHTS screen for small molecules that induce genotoxicity in human embryonic kidney (HEK293T) cells expressing luciferase-tagged ELG1; Potency, µM (top dose mostly 46 µM), inactives show at the top dose activity change, positive = activation, hits mostly activators; HEK293T ELG1-luciferase reporter, luminescence, 16 h; hit rate 1.3% among 330,000; AID 504466, 2011; note: potency is the fitted concentration of half-maximal effect; % of control where 0% means no effect; nearly all actives have a fitted effect of over 60% in size
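ELG1-luciferase HEK293T cells, 2,000/well; compound pinned in; 16 hr, 37 °C, 5% CO2; ONE-Glo, 30 min RT; luminescence on CCD imager.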
TRPV1 agonist – HTS Assay for Compounds that Act as Agonists of the Vanilloid Receptor 1; TRPV1-expressing cells, Fluo-8 calcium influx, agonist mode; activation, % at 8.33 µM; hit rate 0.19% among 320,000; AID 540275, 2011; in the data active = activation above about 80%; inconclusive = between about 30% and that limit; note: 0% is about no effect
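Fluo-8 calcium influx in TRPV1-expressing cells, kinetic read (ex 480/em 520 nm). Compound added and read 3 min for agonist activity, followed by capsaicin at EC20 final and 2 min further read for enhancement.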
Tb PFK block – qHTS Assay to Find Inhibitors of T. brucei phosphofructokinase | AID 485367, 2010 | hit rate 0.17% among 330,000 | T. brucei PFK, ADP-Glo luminescence | ATP-dependent 6-phosphofructokinase (Trypanosoma brucei brucei), O15648 | Potency, µM (highest dose often 57.5 µM), for inactives: top-dose activity, negative = inhibition, hits mostly inhibitors;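 note: potency is the fitted concentration of half-maximal effect; 0% = uninhibited 1x PFK enzyme wells and -100% = no-enzyme wells; nearly all actives have a fitted effect of over 60% in size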
Target sequence (O15648 whole entry, looked up): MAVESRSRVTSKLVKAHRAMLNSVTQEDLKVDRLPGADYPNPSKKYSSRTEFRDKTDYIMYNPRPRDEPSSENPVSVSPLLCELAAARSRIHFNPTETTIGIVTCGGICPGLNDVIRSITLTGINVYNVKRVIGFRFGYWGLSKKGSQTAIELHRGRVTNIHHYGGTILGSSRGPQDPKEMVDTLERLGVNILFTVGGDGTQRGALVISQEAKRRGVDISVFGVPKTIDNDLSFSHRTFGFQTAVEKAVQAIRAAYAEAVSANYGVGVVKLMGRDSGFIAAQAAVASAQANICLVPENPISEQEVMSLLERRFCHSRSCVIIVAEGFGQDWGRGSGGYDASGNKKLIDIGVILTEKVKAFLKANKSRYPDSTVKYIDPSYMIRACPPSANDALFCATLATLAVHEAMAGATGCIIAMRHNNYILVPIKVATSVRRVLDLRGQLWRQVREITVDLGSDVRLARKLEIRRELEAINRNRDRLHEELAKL
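1.25 nM PFK with 0.5 mM F6P and 0.1 mM ATP in 0.1 M TEA pH 8.0, 5 mM MgCl2, incubated 45 min at room temperature; ADP measured by ADP-Glo luminescence; compounds titrated up to 57 uM.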
Rab9 prom act – qHTS Assay for Rab9 Promoter Activators; hit rate 2.8% among 320,000; Huh7 Rab9 promoter-luciferase reporter, luminescence, 24 h; Potency, µM (doses to about 9.22 µM), for inactives: at the top dose activation, negative = inhibition, usual class: activators; note: potency is the fitted concentration of half-maximal effect; % of control where 0% means no effect; nearly all actives have a fitted effect of over 60% in size
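Luminescence read-out: Huh7 cells stably expressing Rab9-luciferase, treated 24 h with compound at 37 °C, then lysed with luciferase reagent for 10 min at ambient before reading.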
* hit, by the source's call; ? = inconclusive; . = not tested or not shown; [ ] = remark or other dose. Unless noted, calls come from the whole dose curve; as a rule, active = well fitted curve in the direction sought with a large enough effect; inconclusive = small, poorly fitted or top-dose-only effect, or another doubt; inactive = no such curve, though single readings can be large; an effect the other way counts as inactive or inconclusive.

SMILES	p53 reactivator	VP16 counter	FLuc modulator	NPC1 prom act	ELG1 DNA repair	BRCA1 expr act	RORg inh	ELG1 genotox	TRPV1 agonist	Tb PFK block	Rab9 prom act
Cc1ccc2c(c1)N(C(=O)CCC(=O)NC1CCCCCC1)CCO2	7%	8%	2%	-5%	1%	27%	24%	0%	5	1%	3%
CCOc1cc(N2CCOCC2)c(OCC)cc1NC(=O)Cn1cnnn1	3%	.	.	.	9%	3%	.	5%	.	-8%	.
O=C1c2ccccc2C(O)N1c1ccc(Cl)cc1 (stereo not given)	19%	22%	?	9%	?	92%	?	?	-2	0%	?
CCCCC(=O)/C=C/n1c(=S)oc2ccccc21	?	?	2.4µM*	-19%	?	-61%	?	-11%	4	-2%	-35%[inhibitor]
O=C(O)CCC(=O)OCc1c(-c2ccccc2)ncc2ccccc12	0%	.	-12%	1%	17%	-14%	.	0%	4	2%	0%
COc1ccc(CCNC(=O)c2cc3ccccc3oc2=O)cc1	14%	-9%	?	1%	16%	13%	-6%	6%	9	0%	-2%
CCN(CC)c1ccc(NS(=O)(=O)c2ccc(-c3ccc(=O)[nH]n3)o2)c(C)c1	-6%	0%	0%	1%	18%	-10%	10%	2%[9.26 µM]	20	-11%	-7%
CCOc1c(Br)cc(CNc2ccc(N3CCOCC3)cc2)cc1OC	-5%	?	-3%	-5%	?	-2%	34%	-10%	-1	2%	-3%
CCN(C(=O)c1cc2cc3ccc(C)cc3nc2o1)c1ccc(OC)cc1	6%	-9%[0.365 µM]	?	2%	-18%	-3%	1%	15%	26	-1%	-3%
Cc1ccc(CNC(=O)CSc2nc3ccsc3c(=O)n2NC(=O)c2ccccc2)cc1	?	2%	4%	7%	?	28%	21%	4%	2	-2%	12%
CCN1CCN(CC(=O)N2c3ccccc3Sc3ccccc32)CC1	-3%	2%	2%	-6%	25%	-10%	-17%	-2%	-3	2%	0%
Cc1ccc(C(=O)NC(=S)Nc2ccc(N3CCOCC3)cc2)c(C)c1	1%	25µM*	-15%	-3%	-21%	-3%	2.5µM*	7%	2	-12%	-9%
Cc1noc(NS(=O)(=O)c2ccc(N/C=C\C(=O)c3ccncc3)cc2)c1C	-3%	12%	-1%	-3%	9%	-19%	18%	-4%	0	2%	9%
COc1ccc(Cc2[nH]n3c(=O)c(Cl)c(C)nc3c2-c2ccccc2)cc1	-3%	3%	?	-1%	16%	-16%	-11%	-10%	-4	8%	-2%
Cc1cc([N+](=O)[O-])nn1CCCC(=O)Nc1cc(Oc2ccc(F)cc2)cc([N+](=O)[O-])c1	0%	-18%	2%	-6%	?	-3%	26%	-4%	3	0%	1%
COc1ccc(-c2noc(CCC(=O)Nc3ccc(C)c(C)c3)n2)cc1	7%	?	?	-2%	-12%	1%	-23%	?	22	-3%	3%
CC(C)CNC(=O)/C=C/C=C/CCCC/C=C/c1ccc2c(c1)OCO2	5%	.	3%	0%	?	-15%	.	3%	9	5%	-1%
Cc1ccc(/C=C/C(=O)OCC(=O)Nc2cccnc2Cl)cc1	3%	.	?	-3%	14%	3%	.	5%	11	1%	-3%
CCOC(=O)C1=C(C)N(C)C(=O)NC1c1ccc(C)s1 (stereo not given)	-4%	0%	-1%	-4%	3%	-1%	-11%	0%	1	5%	2%
CC(NC(=O)c1ccc(Cl)cc1)C(=O)N1CCCCC1 (stereo not given)	6%	7%	-2%	2%	14%	39%	-5%	3%	.	-3%	2%
COc1ccc(C(=O)c2nccc3cc(OC)c(OC)cc23)cc1OC	-8%	.	-11%	-4%	?	-14%	.	2%	-2	-2%	-8%
CC(=O)c1ccc2noc(-c3ccc(Cl)cc3)c2c1	-3%	-2%	-6%	-1%	-3%	7%	?	2%	7	-1%	-2%
CC1(C)Cc2c(c(N3CCOCC3)nc3snc(Br)c23)CO1	8%	3%	-4%	0%	16µM*	-2%	-38%	-2%	?	-4%	1%
Clc1ccc2[nH]c3c(c2c1)CCc1cn[nH]c1-3	?	15%	?	9%	?	8%	-16%	1%	0	1%	19%
CCOC(=O)C(=CNc1ccc(NC2=NCC(C)(C)S2)cc1)C(=O)OCC	-3%	10%	4%	0%	?	-18%	-61%	-9%	-3	4%	-1%

Additional records follow:
SMILES	p53 reactivator	VP16 counter	FLuc modulator	NPC1 prom act	ELG1 DNA repair	BRCA1 expr act	RORg inh	ELG1 genotox	TRPV1 agonist	Tb PFK block	Rab9 prom act
CC(C)c1c(C(=O)N/N=C/c2cccc3ccccc23)nnn1-c1nonc1N	0%	-15%	?	-6%	?	-47%	19%	-6%	4	2%	-4%
COCCN1Cc2cccc(C(=O)Nc3c(C)cccc3C)c2C1=O	-3%	2%	1%	0%	3%	-19%	-15%	1%	0	4%	-4%
CCCCNc1c(-c2ccc(OC)c(Sc3ccc(OC)cc3)c2)nc2cnccn12	-8%	.	.	.	?	-68%	.	-11%	.	0%	.
COc1ccc(NC(=O)C2CCOC(C)(C)C2)cc1 (stereo not given)	2%	5%	-4%	0%	11%	9%	10%	1%	.	-3%	1%
O=C(Cc1nnc(NC(=O)c2ccccc2)s1)N/N=C\c1ccc(O)c(O)c1	.	2%	?	5%	-9%	-34%	7%	1%	-2	-18%	0%
CC(=O)N1CCN(CC(=O)Nc2ccc3c(c2)CCC3)CC1	-1%	7%	-2%	-3%	13%	0%	-5%	0%	1	0%	4%
C/C(=N\O)c1ccc2c(c1)OCCO2	12%	-8%	-17%	-3%	-7%	32%	32%	10%	-1	-1%	-4%
Cc1ccc(C)c(-n2c(SCC(N)=O)nnc2-c2ccccn2)c1	-2%	-3%	4%	2%	-7%	0%	2%	1%	0	-1%	0%
CCCCc1cc(=O)oc2c(CN(C)C)c(O)ccc12	-2%	0%	5%	-3%	15%	3%	-8%	-4%	0	5%	-1%
CC1Cc2ccccc2N1C(=O)CSc1nc(N)cc(=O)[nH]1 (stereo not given)	-3%	1%	12%	-1%	0%	.	26%	0%	-2	1%	1%
CCC(C)(O)c1[nH]c2ccc(C(=O)OC)cc2c1C (stereo not given)	11%	-6%	21µM*	24%	?	83%	-5%	19%	1	-4%	29%
Cc1ccc(/C=C/C(=O)NCCc2c[nH]c3ccccc23)o1	0%	-17%	?	-2%	3%	5%	32%	2%	6	-17%	0%
CS(=O)(=O)N(CC(=O)N1CCCC1)c1ccc(Cl)c(Cl)c1	-1%	6%	-1%	5%	-3%	-2%	17%	-3%	-3	1%	8%
O=C(O)c1cccc(CN2C(=O)SC(Nc3cccc4ccccc34)C2=O)c1 (stereo not given)	0%	-7%	?	-4%	13%	-37%	21%	3%	-3	0%	-2%
O=c1cc(CO)oc(C(Nc2ccccn2)c2ccc(C(F)(F)F)cc2)c1O (stereo not given)	-5%	6%	3%	0%	-14%	0%	-16%	-1%	-1	-6%	0%
COC(=O)Cc1ccc2sc(-c3ccccc3)nc2c1	?	16µM*	0.67µM*	1.6µM*	?	7.1µM*	?	2.6µM*	2	-24%	2.5µM*
Cc1ccc(/C=N/NC(=O)c2cccc([N+](=O)[O-])c2)o1	2%	?	-4%	2%	2%	-34%	-22%[10 µM]	-1%	-2	-1%	1%
Cc1nn(-c2ccccc2)c(=S)n1-c1ccccc1	-2%	11%	-1%	0%	2%	-13%	1%	4%	0	21%	0%
Cc1cc(C)nc(N2CCN(c3nnnn3-c3ccccc3)CC2)n1	-1%	2%	0%	2%	-8%	6%	15%	-3%	10	23%	-3%

A second format for 3 compounds above.
SMILES | p53 reactivator | VP16 counter | FLuc modulator | NPC1 prom act | ELG1 DNA repair | BRCA1 expr act | RORg inh | ELG1 genotox | TRPV1 agonist | Tb PFK block | Rab9 prom act
COC(=O)Cc1ccc2sc(-c3ccccc3)nc2c1 | ? | 16µM* | 0.67µM* | 1.6µM* | ? | 7.1µM* | ? | 2.6µM* | 2 | -24% | 2.5µM*
CC1Cc2ccccc2N1C(=O)CSc1nc(N)cc(=O)[nH]1 (stereo not given) | -3% | 1% | 12% | -1% | 0% | . | 26% | 0% | -2 | 1% | 1%
Cc1cc(C)nc(N2CCN(c3nnnn3-c3ccccc3)CC2)n1 | -1% | 2% | 0% | 2% | -8% | 6% | 15% | -3% | 10 | 23% | -3%
